Screening data: PubChem BioAssay, several laboratories
CR mimetic SO: reduction of superoxide in aged yeast, primary screen, HTS. S. cerevisiae aged cells, superoxide DHE fluorescence; hits give low values. superoxide response (% of plate mean), % at 10 µM. 330,000 tested, 0.18% active;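 active means superoxide response under a set limit, about three screen SD below normal, cut at about 65% in these data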;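 further: yeast aged for seven days with compound at 30 °C before DHE staining; 100% = average MFI of all compound-treated wells on the plate with controls excluded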
GLD-1 RNA inh: GLD-1/TGE RNA complex disruptors, primary screen, biochemical, fluorescence polarization | Female germline-specific tumor suppressor gld-1 (Caenorhabditis elegans), Q17339 | 320,000 tested, 0.44% active | purified GLD-1 + fluorescein TGE RNA | AID 2280, 2010 | inhibition, % at 5.96 µM;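 active means percent inhibition above a per-plate cutoff, the plate mean of test compounds plus 3 SD, cut at about 30% in these data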;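 further: 0% = DMSO wells with GLD-1 and probe and 100% = wells lacking GLD-1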
Bcl-xL primary: inhibitors of human Bcl-xL, primary screen, biochemical, fluorescence polarization, HTS; Bcl-2-like protein 1 (Homo sapiens), Q07817; GST-Bcl-xL / FITC-Bim BH3 peptide fluorescence polarization; inhibition, % at 10.9 µM; 320,000 tested, 0.7% active;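 active means inhibition above the mean of all tested compounds plus 3 SD, cutoff set per campaign, cut at about 30% in these data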;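 further: 0% = DMSO wells and 100% = unlabeled Bim-BH3 peptide competitor; inhibitors lower millipolarization by displacing the labeled peptide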
Fam108B counter: mouse Fam108B serine hydrolase inhibitors, primary screen, counter-screen for RBBP9 inhibitor project, biochemical, fluorescence polarization; 300,000 tested, 0.33% active; inhibition, % at 9.51 µM; AID 1947, 2009; recombinant Fam108B, FP-Rh probe fluorescence polarization;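 active means inhibition above the screen mean inhibition plus 3 SD, computed separately per campaign, cut at about 18% in these data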;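 further: inhibitors lower polarization as less probe binds the enzyme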
Efflux pump mplx: inhibitors of Candida efflux pumps in yeast, primary screen, S. cerevisiae, Nile Red, multiplex; inhibition, % at 10 µM; 330,000 tested, 0.44% active; S. cerevisiae Candida pump triplex;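 active means plate passing quality check with inhibition over a set limit, or well fluorescence over plate mean plus 4 SD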;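 further: Nile Red retained in pooled yeast measured as flow cytometry median fluorescence; 0% = buffer negative control and 100% = Enniatin B positive control; higher means more Nile Red kept so more efflux inhibition; some compounds called inactive have numbers as strong as hits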
MEX-5 binding: MEX-5 zinc finger RNA-binding disruptors – biochemical, C. elegans, fluorescence polarization, MLPCN library, primary screen; Zinc finger protein mex-5 (Caenorhabditis elegans), Q9XUB2; MEX-5/FITC-TCR2 RNA binding; hits give low values; activity score (negative = inhibition of binding), % at 10 µM; 300,000 tested, 0.38% active;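 active means inhibition past about -25% in most replicates, and total fluorescence under double the plate's negative control median, limit read from the data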;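 further: 0% = DMSO and -100% = 5 µM competing unlabeled TCR2 RNA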
Target sequence (Q9XUB2 whole entry, looked up): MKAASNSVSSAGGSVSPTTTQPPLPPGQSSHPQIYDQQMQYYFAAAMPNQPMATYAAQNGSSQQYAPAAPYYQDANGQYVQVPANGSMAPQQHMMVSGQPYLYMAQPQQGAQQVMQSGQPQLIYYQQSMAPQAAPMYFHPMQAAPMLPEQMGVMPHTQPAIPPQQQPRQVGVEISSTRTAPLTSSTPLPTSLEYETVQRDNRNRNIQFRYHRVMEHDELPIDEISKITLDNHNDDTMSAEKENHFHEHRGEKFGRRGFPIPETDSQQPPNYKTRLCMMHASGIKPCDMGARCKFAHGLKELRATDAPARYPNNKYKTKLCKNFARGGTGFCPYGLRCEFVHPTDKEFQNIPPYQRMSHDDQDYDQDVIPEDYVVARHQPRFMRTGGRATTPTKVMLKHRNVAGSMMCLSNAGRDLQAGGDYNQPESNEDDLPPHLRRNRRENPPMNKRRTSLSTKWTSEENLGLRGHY
EBNA-1 inhibitor: EBNA-1 DNA-binding inhibitors, primary screen, biochemical, fluorescence polarization; inhibition, % at 14.8 µM; 300,000 tested, 0.34% active; in the data active means inhibition above about 28%
MCL1 BIM primary: inhibitors of MCL1 binding to BIM-BH3, primary screen, biochemical, fluorescence polarization; GST-MCL1 / FITC-Bim-BH3 fluorescence polarization; 320,000 tested, 0.68% active; inhibition, % at 10.9 µM;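 active means inhibition above the mean inhibition of all tested compounds plus 3 SD, set per campaign, cut at about 40% in these data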;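 further: 0% = DMSO wells and 100% = unlabeled Bim-BH3 peptide control; higher means more loss of mP so more displacement of Bim peptide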
Target sequence (Q07820 whole entry, looked up): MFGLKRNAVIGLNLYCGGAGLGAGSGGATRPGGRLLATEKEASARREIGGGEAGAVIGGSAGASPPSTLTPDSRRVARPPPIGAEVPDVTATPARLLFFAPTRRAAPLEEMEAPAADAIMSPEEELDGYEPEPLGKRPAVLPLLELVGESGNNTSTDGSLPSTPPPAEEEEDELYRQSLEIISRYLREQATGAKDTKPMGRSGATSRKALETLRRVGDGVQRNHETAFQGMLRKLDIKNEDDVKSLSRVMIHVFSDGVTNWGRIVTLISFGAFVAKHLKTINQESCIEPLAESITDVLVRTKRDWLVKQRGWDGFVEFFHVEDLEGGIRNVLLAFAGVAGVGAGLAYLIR
ZTA DNA inh: blocks Epstein-Barr virus ZTA, an EBNA-1 counter-screen; P03206; ZTA-DNA binding, fluorescence polarization; inhibition, % at 11 µM; 320,000 tested, 0.15% active; AID 2234; in the data active means inhibition above about 33%
Target sequence (P03206 whole entry, looked up): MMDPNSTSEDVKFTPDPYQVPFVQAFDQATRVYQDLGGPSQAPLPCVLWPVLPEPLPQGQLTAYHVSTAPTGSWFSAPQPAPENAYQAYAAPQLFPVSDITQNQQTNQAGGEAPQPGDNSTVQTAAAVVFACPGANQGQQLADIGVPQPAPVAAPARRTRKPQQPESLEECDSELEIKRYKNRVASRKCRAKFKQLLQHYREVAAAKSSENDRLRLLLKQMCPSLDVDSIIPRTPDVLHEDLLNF
The depositor's hits bear a star; . = not tested or not shown.

#1 Oc1ccc(CNc2ccccc2)c2cccnc12
#2 CCCOc1ccc2cc(C(=O)NCc3ccccc3)c(=O)oc2c1
#3 c1ccc2c(c1)N1CCN=C1N2CCN1CCCCC1
#4 CSCCOC(=O)C1=C(C)NC(=O)CC1c1ccccc1Cl (stereo not drawn)
#5 O=C(c1ccco1)N1N=C(c2cccs2)CC1c1ccc(F)cc1 (stereo not drawn)
#6 COC(=O)c1ccc(-n2cnc(Cl)n2)c(F)c1
#7 C#CCOCCOCCOCCNc1nc(N2CCN(C(=O)[C@H](CCCCN)n3cc([C@@H](N)CO)nn3)CC2)nc(N2CCN(C(=O)[C@H](Cc3cc4ccccc4[nH]3)n3cc([C@@H](N)CO)nn3)CC2)n1
#8 Cc1ccc(C)c(N2CCN(C(=O)c3ccc4nc(N5CCOCC5)sc4c3)CC2)c1

Assay by compound	1	2	3	4	5	6	7	8
CR mimetic SO	93	101	91	92	103	123	106	139
GLD-1 RNA inh	1	0	4	-3	5	-10	1	-8
Bcl-xL primary	16	1	3	0	-3	6	2	14
Fam108B counter	2	2	-3	7	1	4	0	-3
Efflux pump mplx	0.1	-0.9	0.0	0.0	0.1	-0.1	0.1	0.1
MEX-5 binding	1.3	-0.6	2.0	1.8	3.4	-1.5	.	-1.2
EBNA-1 inhibitor	2	9	-1	8	-7	7	-8	-20
MCL1 BIM primary	16	-4	-8	7	-2	2	0	6
ZTA DNA inh	5	11	1	18	-5	7	-5	5

#9 Cc1nc2cc3c(cc2s1)OCO3
#10 CC1CCN(C(=O)CSc2nnc(CNC(=O)c3ccc(F)cc3)o2)CC1
#11 CCSc1ccc(C(=O)NCC(=O)O)cc1
#12 O=C(Nc1ccc(F)cc1)C1CC(=O)n2cnnc2N1 (stereo not drawn)
#13 COCCN=C1N[C@@H](c2cccc(C(F)(F)F)c2)C(C(=O)OC)=C(C)N1Cc1ccccc1
#14 O=C(COC(=O)Cc1cccs1)Nc1ccc(OC(F)(F)F)cc1
#15 Cc1cc(C(=O)NCc2cccs2)cs1
#16 COc1ccc(C(=O)Nc2nnc(C(F)(F)F)s2)cc1

Assay by compound	9	10	11	12	13	14	15	16
CR mimetic SO	104	91	102	98	102	92	96	115
GLD-1 RNA inh	0	6	1	0	-1	1	-6	12
Bcl-xL primary	4	-5	5	2	-7	4	0	6
Fam108B counter	-1	-3	0	-3	5	-5	-1	2
Efflux pump mplx	0.1	-0.4	-0.2	0.0	0.0	0.0	0.0	0.2
MEX-5 binding	-1.4	-2.6	0.3	0.9	-1.5	-0.4	0.6	2.5
EBNA-1 inhibitor	-7	6	18	0	-3	-2	9	-5
MCL1 BIM primary	-5	-8	1	5	-18	-6	0	5
ZTA DNA inh	-19	8	6	1	2	15	5	-1

#17 COCCNC(=O)CSc1n[nH]c(=O)n1CCc1ccccc1
#18 O/N=C/c1ccnc(SCc2ccccc2)n1
#19 CN(C)/C=C(/C#N)C(=O)c1cccc(Oc2ccc(C(C)(C)C)cc2)c1
#20 COc1ccc(/C=c2\s/c(=C\C(=O)C(C)(C)C)[nH]c2=O)cc1O
#21 O=[N+]([O-])c1cc(Cl)cc(/C=N/NC(=S)Nc2cc(S(=O)(=O)N3CCOCC3)ccc2Cl)c1O
#22 CN(C(=O)Nc1ccccc1)C1CCS(=O)(=O)C1 (stereo not drawn)
#23 Cc1ccc(NC(=O)c2nnn(-c3cc(C)cc(C)c3)c2N)cc1
#24 O=C(Nc1cccn2ncnc12)c1ccc(Cl)cc1

Assay by compound	17	18	19	20	21	22	23	24
CR mimetic SO	100	118	102	95	131	99	105	106
GLD-1 RNA inh	-4	-4	1	-2	2	-3	5	3
Bcl-xL primary	-4	-2	2	5	15	-2	-2	4
Fam108B counter	-3	-3	0	6	50*	-3	-5	5
Efflux pump mplx	0.1	0.5	0.1	0.0	0.0	0.0	0.3	0.0
MEX-5 binding	0.3	.	3.2	-0.4	0.8	1.2	2.1	1.3
EBNA-1 inhibitor	-17	-5	-8	-4	13	-10	4	0
MCL1 BIM primary	-16	-6	0	8	53*	-3	-6	4
ZTA DNA inh	12	-12	2	-1	3	8	3	4

#25 COc1ccc(NC(=O)c2cccc(S(=O)(=O)N3CCc4ccccc43)c2)cn1
#26 COC(=O)c1ccc(N2CCN(C(=O)C3CC3)CC2)c([N+](=O)[O-])c1
#27 CCCC(=O)N1CCC(O)(c2cccc(F)c2)CC1
#28 N#C/C(=C\c1cc([N+](=O)[O-])ccc1Cl)C(N)=O
#29 C[C@H]1CCC(=O)N([C@H](CN=[N+]=[N-])Cc2ccccc2)CC1
#30 O=C(NCc1ccccc1)c1cccc(COc2ccc(Cl)cc2)c1
#31 CCC(=O)N1CCN(c2ccccc2NC(=O)c2ccc(-c3cccc([N+](=O)[O-])c3)o2)CC1
#32 Cc1ccccc1CSc1nnc(-c2cccs2)n1Cc1ccco1

Assay by compound	25	26	27	28	29	30	31	32
CR mimetic SO	113	115	95	104	96	120	85	98
GLD-1 RNA inh	49*	-3	-4	-10	3	3	2	8
Bcl-xL primary	61*	1	6	7	-2	0	6	2
Fam108B counter	0	-2	-2	-2	2	-17	3	0
Efflux pump mplx	-0.1	0.3	-0.1	0.0	0.2	0.1	0.0	0.4
MEX-5 binding	-6.6	0.1	-1.3	1.8	0.6	0.3	2.4	2.0
EBNA-1 inhibitor	0	1	2	-12	4	-1	17	6
MCL1 BIM primary	60*	6	2	3	-14	-4	12	-2
ZTA DNA inh	6	-15	4	-7	-10	8	-5	14

#33 COCCN(Cc1cn(C)nc1-c1ccccc1F)C(C)C
#34 Cc1ccc2c(Cl)cc(Cl)c(OCC(=O)NC(=O)NCc3ccco3)c2n1
#35 COc1cc(C(=O)Nc2cc(Cl)ccc2-n2cncn2)ccc1OC(F)F
#36 CN1CCN(NC(=S)NC(C)(C)CC(C)(C)C)CC1
#37 CC(NCCN(C)C)C(=O)C12CC3CC(CC(C3)C1)C2 (stereo not drawn)
#38 Cn1cc(CCC(=O)NCc2ccc3c(c2)OCO3)c2ccccc21
#39 CCOC(=O)c1cn(CC)c2cc(N3CCSCC3)c(F)cc2c1=O
#40 O=C(N/N=C/c1ccoc1)c1ccc(Cl)cc1Cl

Assay by compound	33	34	35	36	37	38	39	40
CR mimetic SO	94	80	92	110	117	102	107	102
GLD-1 RNA inh	-8	0	-8	11	2	6	3	1
Bcl-xL primary	9	0	-9	2	0	-6	8	-4
Fam108B counter	0	0	-7	1	-1	3	1	-1
Efflux pump mplx	0.3	-0.2	-0.1	0.0	0.1	-0.1	-0.2	-0.1
MEX-5 binding	0.7	-3.4	-1.1	0.2	1.1	-0.4	-0.2	1.7
EBNA-1 inhibitor	-17	0	-12	-10	-4	2	10	9
MCL1 BIM primary	5	7	-20	6	-2	-8	14	-1
ZTA DNA inh	-5	18	-2	-17	1	-4	-28	9

#41 Cc1ccc(-c2csc3ncnc(N4CCN(C(=O)c5ccccc5)CC4)c23)cc1
#42 Fc1cc2ncn(Cc3ccccc3)c2cc1F
#43 COC(=O)[C@H](Cc1c[nH]c2ccccc12)NC(=O)NCc1ccccc1
#44 O=C(COC(=O)c1cc(=O)c2ccccc2o1)Nc1cc(Cl)ccc1Cl
#45 CN1CCc2nc3ccccc3c(C(=O)OCC(=O)N(CCC#N)c3ccccc3)c2C1
#46 CCOc1ccccc1NC(=O)C(OC(=O)c1ccc(NC(=O)CC#N)cc1)c1ccccc1 (stereo not drawn)
#47 Cc1nc2scc(C)n2c(=O)c1S(=O)(=O)N1CCN(c2ccc([N+](=O)[O-])cc2)CC1
#48 O=S(=O)(CCN(CCS(=O)(=O)C(F)(F)F)CC1CCCO1)C(F)(F)F (stereo not drawn)

Assay by compound	41	42	43	44	45	46	47	48
CR mimetic SO	111	118	92	92	78	110	107	109
GLD-1 RNA inh	3	-5	-3	-3	1	-55	2	4
Bcl-xL primary	6	5	0	0	2	-23	-7	0
Fam108B counter	4	-2	7	.	1	-29	2	5
Efflux pump mplx	0.0	0.1	0.1	0.0	-0.1	0.3	0.0	-0.1
MEX-5 binding	0.7	-2.0	0.3	.	0.2	8.3	2.4	-3.0
EBNA-1 inhibitor	6	-2	-19	.	12	7	-10	1
MCL1 BIM primary	-4	2	2	-1	17	-28	-2	-3
ZTA DNA inh	-2	3	-7	-12	9	15	-12	19

#49 CC(OC(=O)c1ccc(O)cc1)C(=O)Nc1nc(-c2ccccc2)cs1 (stereo not drawn)
#50 OCCN(CCO)c1ncnc2c1sc1nc(N3CCOCC3)c3c(c12)CCCC3
#51 CC1=NN(CCc2ccccn2)C(=O)CC1
#52 Cc1oc(-c2ccccc2Cl)nc1CSCC(=O)O
#53 O=C(COC(=O)CNC(=O)c1ccc(Cl)cc1)NC1CCCCCC1
#54 COc1cc(-c2cc(-c3ccc(N)cc3)[nH]c(=O)c2C#N)cc(OC)c1OC
#55 O=C(Cn1c2[n+](c3ccc(C(F)(F)F)cc31)CCCCC2)c1ccc2c(c1)OCCO2
#56 O=C(c1cc(-c2cccc(Cl)c2)on1)N1CCN(c2ccccc2)CC1

Assay by compound	49	50	51	52	53	54	55	56
CR mimetic SO	122	101	92	106	98	102	95	94
GLD-1 RNA inh	4	-2	7	-5	5	-60	3	0
Bcl-xL primary	1	9	-1	4	-2	-30	4	5
Fam108B counter	.	-5	4	-1	.	2	-2	-2
Efflux pump mplx	-0.1	-0.1	-0.1	0.2	0.2	-0.1	-0.1	0.0
MEX-5 binding	.	1.0	0.0	4.3	.	14	-2.4	1.7
EBNA-1 inhibitor	.	0	-1	-1	.	-1	-2	0
MCL1 BIM primary	1	4	6	-7	-7	-78	0	3
ZTA DNA inh	-10	-2	-13	-12	1	-16	-3	0

An excerpt from above in order of formula weight, ascending:
#51 CC1=NN(CCc2ccccn2)C(=O)CC1
#52 Cc1oc(-c2ccccc2Cl)nc1CSCC(=O)O
#54 COc1cc(-c2cc(-c3ccc(N)cc3)[nH]c(=O)c2C#N)cc(OC)c1OC
#55 O=C(Cn1c2[n+](c3ccc(C(F)(F)F)cc31)CCCCC2)c1ccc2c(c1)OCCO2

Assay by compound	51	52	54	55
CR mimetic SO	92	106	102	95
GLD-1 RNA inh	7	-5	-60	3
Bcl-xL primary	-1	4	-30	4
Fam108B counter	4	-1	2	-2
Efflux pump mplx	-0.1	0.2	-0.1	-0.1
MEX-5 binding	0.0	4.3	14	-2.4
EBNA-1 inhibitor	-1	-1	-1	-2
MCL1 BIM primary	6	-7	-78	0
ZTA DNA inh	-13	-12	-16	-3

Additional structures
#57 Cc1ccc2c(NC(=O)c3ccco3)cccc2n1
#58 CC(C)c1cccc(C(C)C)c1NC(=O)CN1C(=O)NC2(CCCC2)C1=O
#59 N#CCCN1CCN(S(=O)(=O)c2ccc3c(c2)OCCCO3)CC1
#60 CCSc1nnc(NC(=O)CCC2CCCCC2)s1
#61 CCNC(=O)NC(=O)C(C)Sc1nc2ccccc2c(=O)n1-c1cccnc1 (stereo not drawn)
#62 O=C(COC(=O)C1CC1)Nc1ccc(N=Nc2ccccc2)cc1

Assay by compound	57	58	59	60	61	62
CR mimetic SO	106	108	92	113	91	92
GLD-1 RNA inh	1	2	1	-3	2	7
Bcl-xL primary	-5	-5	4	1	2	-1
Fam108B counter	-2	-2	3	-1	2	0
Efflux pump mplx	0.0	0.2	0.0	0.1	0.1	2.2
MEX-5 binding	-1.4	-1.8	0.9	1.4	-3.6	-0.1
EBNA-1 inhibitor	-3	7	8	6	2	-9
MCL1 BIM primary	-15	-11	2	-3	1	-4
ZTA DNA inh	5	9	2	0	-5	3
